Imprint erasure: induces erasure of genomic imprints in mouse ES cells; mouse ES Peg3-LacZ reporter, beta-gal luminescence, 40 h; Potency, µM (series often up to 60.7 µM), inactives show at the highest dose activity change, positive = activation, most hits filed as activators; hit rate 0.02% among 110,000; active means well fitted activation curve with a large enough effect;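 further: 0% = negative control wells on the plate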
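Readout: BetaGlo luminescence (5 min, room temp) for LacZ from the normally silent maternal Peg3 allele in female Peg3LacZ-Neo ES cells. Cells 300/well, 40 h, 37C, 5% CO2. Data normalized per plate to negative controls.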
Active calls of the source: *. Potency means the concentration at half of the fitted maximal effect. Not all compounds are listed, so the mix of outcomes need not match the whole.

Compound | Imprint erasure
Cn1c(=O)c2c(ncn2CC2OCCO2)n(C)c1=O | -14%
CCC(C)n1ncn(-c2ccc(N3CCN(c4ccc(OCC5COC(Cn6cncn6)(c6ccc(Cl)cc6Cl)O5)cc4)CC3)cc2)c1=O (stereo not given) | 6%
O=c1[nH]c2cc(C(F)(F)F)c(N3CCOCC3)cc2n(CP(=O)(O)O)c1=O | 5%
CCOc1ccc(C(=O)OCCN(CC)CC)cc1 | -12%
C[C@H]1c2cccc(O)c2C(O)=C2C(=O)[C@]3(O)C(O)=C(C(N)=O)C(=O)C(N(C)C)[C@@H]3[C@@H](O)C21 (stereo not given in full) | -15%
Cc1c(I)c(=O)n(-c2ccccc2)n1C | -12%
C=CC1=C(C(=O)O)N2C(=O)[C@@H](NC(=O)C(N=O)c3csc(N)n3)[C@H]2SC1 (stereo not given in full) | -2%
CCC(=O)O | 19%
COC(=O)c1ccc(O)cc1 | -7%
CCC[C@H](N[C@@H](C)C(=O)N1[C@@H]2CCCC[C@H]2C[C@H]1C(=O)O)C(=O)OCC | -2%

Of the compounds above, these have a carbonyl joined to an NH by a bond outside any ring.
Compound | Imprint erasure
C[C@H]1c2cccc(O)c2C(O)=C2C(=O)[C@]3(O)C(O)=C(C(N)=O)C(=O)C(N(C)C)[C@@H]3[C@@H](O)C21 (stereo not given in full) | -15%
C=CC1=C(C(=O)O)N2C(=O)[C@@H](NC(=O)C(N=O)c3csc(N)n3)[C@H]2SC1 (stereo not given in full) | -2%

Compounds from the list above that contain a halogen (3):
Compound | Imprint erasure
CCC(C)n1ncn(-c2ccc(N3CCN(c4ccc(OCC5COC(Cn6cncn6)(c6ccc(Cl)cc6Cl)O5)cc4)CC3)cc2)c1=O (stereo not given) | 6%
O=c1[nH]c2cc(C(F)(F)F)c(N3CCOCC3)cc2n(CP(=O)(O)O)c1=O | 5%
Cc1c(I)c(=O)n(-c2ccccc2)n1C | -12%

High-throughput results (PubChem BioAssay)
